# High-throughput results from PubChem BioAssay.
# RTF Ca sens inh: cardiac RTF calcium desensitization; IANBD-labeled cardiac RTF, Ca2+ fluorescence; P19429+P45379; inhibition, % at 7.15 µM; 0.12% of 340,000 active;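 active = inhibition above the mean inhibition of all tested compounds plus 3 SD, cut at about 17% in these data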;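 note: assay run at fixed EC70 calcium of 1.6 mM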
# CAL PDZ FP-1: inhibitors of human CAL PDZ peptide binding; 0.92% of 300,000 active; inhibition, % at 24.9 µM; purified CAL PDZ, TMR-peptide fluorescence polarization, 1 h; AID 602252;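 active = mean inhibition of at least 30% with at least half of replicates also reaching 30%; inconclusive = no clear call, values can overlap the other calls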;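 note: 0% = DMSO neutral control and 100% = excess unlabeled competitor peptide PRC23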
# LANA DNA inh: KSHV C-LANA DNA binding inhibition | MBP-C-LANA/FAM-LBS DNA binding, fluorescence polarization | inhibition, % at 9 µM | 0.078% of 340,000 active;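 active = highest replicate inhibition at or above 60% at 9 µM, even if other replicates fall short; inactive = all replicates below 60% inhibition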;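 note: 0% = neutral control wells and 100% = 4 µM acridine orange control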
# CAL PDZ FP-2: inhibitors of human CAL PDZ peptide binding; 0.02% of 330,000 active; AID 504414; inhibition, % at 20 µM; Q9HD26; purified CAL PDZ, TMR-peptide fluorescence polarization, 1 h;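 active = highest replicate inhibition of at least 40%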;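 note: plate controls were DMSO neutral control wells for no effect and unlabeled competitor peptide control wells for full effect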
#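 Material: tagged CAL PDZ protein CerCALP, purified; buffer or medium: sodium phosphate/NaCl buffer pH 7.4 with TCEP, IgG, Thesit; also added: fluorescent TMR peptide probe; schedule: 1 h incubation at room temperature before polarization reading; technique: fluorescence polarization from S- and P-plane intensities, G-factor corrected; control set: unlabelled peptide and DMSO controls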
# RTF Ca sens act: cardiac RTF calcium sensitization | IANBD-labeled TnC RTF fluorescence at EC20 calcium; 0% EC20 calcium, 100% full calcium | activation, % at 7.2 µM | 0.24% of 340,000 active | AID 493008;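 active = activation above the mean over all tested compounds plus 3 SD, cut at about 30% in these data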;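 note: rise in fluorescence read as greater calcium sensitivity of cardiac thin filaments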
# SR-BI uptake up: activators of SR-BI mediated HDL lipid uptake; CHO ldlA[mSR-BI] cells, DiI-HDL uptake fluorescence, 3 h; 100 = double the neutral-control signal; activation, % at 12.5 µM; 0.096% of 320,000 active;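 active = mean replicate activation of at least 60% and every replicate at or above 60%; inconclusive = mean or all-replicate condition met, but not both; inactive = mean below 60% and not all replicates reaching 60%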;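 note: 0% = median plate neutral-control signal and 100% = twice that signal; values of inactives mirror those of a sister screen read the other way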
#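 Material – SR-BI-overexpressing, LDLR-lacking CHO cells · Medium – BSA-supplemented, HEPES-buffered Ham's F12, pH 7.4 · Doses – single concentration · Times – compound with DiI-HDL co-incubation, 3 h at 37 °C · Measured by – bottom-read fluorescence, 550/595 nm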
# Keap1-Nrf2 PPI: inhibitors of human Keap1-Nrf2 protein-protein interaction | inhibition, % at 9.4 µM | 0.15% of 340,000 active | AID 504523 | Q14145 | Keap1 Kelch-Nrf2 peptide fluorescence polarization, 1536-well; in the data active = inhibition above about 12%; inconclusive = no clear call, values can overlap the other calls; inactive = below about 7.3%;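 note: human Keap1 Kelch domain with fluorescein labeled Nrf2 9mer peptide probe; 0% = neutral control wells and 100% = peptide positive control; higher means more block of Keap1 binding to Nrf2 peptide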
# Rtt109 HAT inh: C. albicans Rtt109 histone acetyltransferase inhibition; purified Rtt109/Vps75, ThioGlo CoA-SH fluorescence, 4 h; inhibition, % at 34.9 µM; 0.16% of 330,000 active; AID 540336;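 active = inhibition of at least 50% in every replicate; inconclusive = best replicate reaches 50% inhibition but some replicates fall short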
# DAGLB inh: diacylglycerol lipase beta (human) inhibition; Q8NCG7; HEK293T DAGLB membrane lysate, EnzChek fluorogenic substrate; inhibition, % at 5.17 µM; 0.059% of 340,000 active; in the data active = inhibition above about 34%;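 note: 0% = enzyme with vehicle and 100% = wells lacking enzyme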
# Target sequence (Q8NCG7 whole entry, looked up): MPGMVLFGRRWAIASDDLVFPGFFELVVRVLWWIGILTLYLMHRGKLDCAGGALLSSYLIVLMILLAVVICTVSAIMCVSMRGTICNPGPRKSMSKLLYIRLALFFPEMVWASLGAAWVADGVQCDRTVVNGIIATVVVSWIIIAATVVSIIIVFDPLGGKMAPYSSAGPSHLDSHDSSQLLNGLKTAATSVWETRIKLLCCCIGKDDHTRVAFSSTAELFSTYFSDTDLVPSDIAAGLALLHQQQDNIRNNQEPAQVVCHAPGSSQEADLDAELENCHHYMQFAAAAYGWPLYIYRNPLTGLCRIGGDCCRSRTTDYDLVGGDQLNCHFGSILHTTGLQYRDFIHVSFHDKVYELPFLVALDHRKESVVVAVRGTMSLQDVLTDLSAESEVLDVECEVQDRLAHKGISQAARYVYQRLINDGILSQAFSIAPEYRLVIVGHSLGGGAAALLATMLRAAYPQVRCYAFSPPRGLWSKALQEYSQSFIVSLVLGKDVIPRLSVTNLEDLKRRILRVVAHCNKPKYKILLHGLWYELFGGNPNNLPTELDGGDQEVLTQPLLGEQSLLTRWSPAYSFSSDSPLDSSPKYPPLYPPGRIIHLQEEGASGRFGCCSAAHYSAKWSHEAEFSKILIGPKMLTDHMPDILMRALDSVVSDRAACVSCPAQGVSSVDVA
# PKA-R2B act: activates the human PKA-R2B holoenzyme complex; 0.079% of 340,000 active; P22694+P31323; AID 504700; PKA-R2B holoenzyme dissociation, Cy5-IP20 fluorescence polarization; R2B truncated from residue 108, S112A mutant; 0% DMSO only, 100% 113 µM cGMP; activation, % at 11.4 µM;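 active = activation above a cutoff set at the mean over all compounds plus 3 SD, cut at about 18% in these data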;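 note: higher means more holoenzyme dissociation and a rise in polarization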
# Target sequence (P31323 whole entry, looked up, other chains not shown, the tested form may be a part): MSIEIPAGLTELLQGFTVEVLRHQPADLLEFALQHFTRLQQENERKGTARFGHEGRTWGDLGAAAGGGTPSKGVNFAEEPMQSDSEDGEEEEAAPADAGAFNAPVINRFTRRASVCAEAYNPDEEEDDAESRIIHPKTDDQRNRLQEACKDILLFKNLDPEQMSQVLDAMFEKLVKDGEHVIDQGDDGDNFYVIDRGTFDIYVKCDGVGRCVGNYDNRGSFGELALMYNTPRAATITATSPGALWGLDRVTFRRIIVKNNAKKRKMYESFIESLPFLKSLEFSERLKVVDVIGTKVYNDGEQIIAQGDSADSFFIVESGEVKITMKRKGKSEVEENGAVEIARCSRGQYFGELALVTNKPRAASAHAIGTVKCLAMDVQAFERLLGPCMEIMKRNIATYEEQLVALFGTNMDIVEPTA
# * marks the source's active call; other numbers are inactive results; ? = inconclusive; . = not tested or not shown.
compound,RTF Ca sens inh,CAL PDZ FP-1,LANA DNA inh,CAL PDZ FP-2,RTF Ca sens act,SR-BI uptake up,Keap1-Nrf2 PPI,Rtt109 HAT inh,DAGLB inh,PKA-R2B act
CCN(CC)S(=O)(=O)c1cccc(-c2nn(-c3ccccc3)cc2/C=C(\C#N)C(=O)NCc2ccco2)c1,-5,-1,-1.0,-0.6,1,-19,-10,2,2,-5
Cc1ccc(S(=O)(=O)N2CCCCC2)cc1C(=O)N(C)CCOc1ccccc1,-11,-4,1.0,-0.3,0,8,0,-2,-2,10
Cc1cccc(C)c1OCCSc1nc2ccccc2n1CC(=O)O,1,4,-2.5,-0.2,2,21,-3,13,-4,-4
Cc1ccc(NC(=O)CN2C(=O)COc3ccc(S(=O)(=O)N4CCCC4)cc32)cc1C,-6,-4,0.1,-1.3,-3,-28,2,24,0,-2
CN(C(=O)C1CCC(=O)N(CCCN2CCCC2=O)C1)C(C1CC1)C1CC1 (centres undefined),-6,1,1.1,-1.0,-4,6,-1,2,3,2
CCN1CCN(CCc2nc3cc(NC(=O)COc4ccccc4)ccc3n2C)CC1,-8,4,-1.0,-1.1,2,6,-6,10,0,-4
C/C=C(\C)C(=O)NNC(=O)c1sc(-c2ccccc2)nc1C,1,-3,-0.3,-0.7,2,0,-3,7,0,-3
CCCCOc1ccccc1C1NC(=O)CCC1[N+](=O)[O-] (centres undefined),4,-3,-0.2,-0.4,4,14,1,3,-1,-7
CC(CCCCCCCCC(=O)O)N(CCO)C(=O)OC(C)(C)C (centres undefined),3,-6,3.3,-0.5,15,4,-6,3,3,-8
CCOC(=O)c1nn(-c2ccccc2)c(C#N)c1N,-4,1,-1.6,-2.2,-1,1,0,13,-2,13
Cc1noc(NC(=O)c2ccccc2Cl)c1C#N,5,0,0.0,-0.1,-6,6,0,-12,-1,1
CC(C)(C)c1ccc(C(=O)CSc2ncn[nH]2)cc1,0,3,10,.,0,20,-2,3,-1,-2
O=C(OCC(=O)N1CCc2ccccc21)c1ccc(Br)o1,3,.,-1.6,-3.8,5,5,-6,1,1,-8
Cc1cccc(Nc2nc(NCC3CCCO3)nc(N)c2[N+](=O)[O-])c1 (centres undefined),-8,4,1.3,-0.9,-2,-22,-3,-1,4,-2
COc1ccccc1/C=N/NC(=O)Cn1cnc([N+](=O)[O-])n1,-8,1,0.3,-2.3,-7,3,-6,6,-2,-3
Cc1c(C=O)c(C=O)c(C)n1Cc1ccccc1,0,-3,-0.3,-1.9,-1,.,-8,-1,2,-1
COc1ccc(-c2cc(O)cc(O)c2)cc1,4,.,0.7,-2.6,3,12,-1,?,-3,-13
COc1ccccc1N(C)S(=O)(=O)c1ccc(C(=O)Nc2ccc(N3CCOCC3)cc2)cc1,-6,0,11,0.5,6,-54,5,21,-4,-3
CC(=O)c1ccc(OCc2cc(C(=O)NC(C)c3cnn(C)c3)no2)cc1 (centres undefined),2,-3,-0.8,-2.2,1,-15,-7,-7,-3,-12
CCN(/N=C/C=C/c1ccccc1)c1cc(=O)n(C)c(=O)[nH]1,-20,-2,-0.3,-5.5,-5,-21,1,.,-1,2
CN(Cc1nc2ccccc2c(=O)[nH]1)C(=O)c1cc(-c2ccc(Br)cc2)nc2ccccc12,3,6,-2.3,-1.1,-3,-34,1,2,1,-8
COC(=O)c1ccc2ccccc2c1OC1OC(CO)C(O)C(O)C1NC(C)=O (centres undefined),-2,-10,-0.6,-2.9,-2,-7,-2,3,-1,1
CCS(=O)(=O)c1ccc2c(c1)N(S(=O)(=O)c1ccc(C)cc1)CC(C(=O)O)O2 (centres undefined),-7,3,1.3,-1.9,5,10,-5,0,-1,0
CCOC(=O)c1sc(NC(=O)CSc2nc(-c3ccco3)cc(C(F)(F)F)n2)c(C(=O)OC)c1C,-25,-4,-1.1,-2.1,5,-5,-2,-4,0,3
Cc1nc(-c2ccc(Cl)cc2)sc1C1(C)CC(c2ccccc2Br)=NO1 (centres undefined),-3,-4,1.4,-1.1,-2,13,-3,-4,-10,-3
COc1ccc(CNC(=O)C(=O)NCCCn2ccnc2)cc1,-6,17,-0.2,4.2,2,1,-4,-5,1,0
CCn1c(Cc2ccccc2)nnc1SCC(=O)Nc1ccccc1N1CCOCC1,-9,1,3.7,0.2,-1,-9,-1,1,1,-6
O=c1[nH]c2ccc(Cl)cc2c(-c2ccccc2)c1N1CCOCC1,0,.,0.9,-1.7,-4,.,-1,-7,4,-1
NC(=S)Cc1nc2n(n1)Cc1ccccc1-2,-1,0,0.0,0.5,-6,13,-6,-4,-1,-10
Cc1ccccc1NC(=O)Cc1nc(CSc2nnc(-c3ccc4c(c3)OCO4)o2)cs1,-3,-2,1.9,0.1,-4,-2,-2,-7,-2,4

# Quoted from the listing.
# `CN(Cc1nc2ccccc2c(=O)[nH]1)C(=O)c1cc(-c2ccc(Br)cc2)nc2ccccc12` – RTF Ca sens inh: 3
# `O=c1[nH]c2ccc(Cl)cc2c(-c2ccccc2)c1N1CCOCC1` – CAL PDZ FP-2: -1.7

# Six compounds already listed, sorted by SMILES length, low to high.
compound,RTF Ca sens inh,CAL PDZ FP-1,LANA DNA inh,CAL PDZ FP-2,RTF Ca sens act,SR-BI uptake up,Keap1-Nrf2 PPI,Rtt109 HAT inh,DAGLB inh,PKA-R2B act
O=c1[nH]c2ccc(Cl)cc2c(-c2ccccc2)c1N1CCOCC1,0,.,0.9,-1.7,-4,.,-1,-7,4,-1
CCn1c(Cc2ccccc2)nnc1SCC(=O)Nc1ccccc1N1CCOCC1,-9,1,3.7,0.2,-1,-9,-1,1,1,-6
Cc1nc(-c2ccc(Cl)cc2)sc1C1(C)CC(c2ccccc2Br)=NO1 (centres undefined),-3,-4,1.4,-1.1,-2,13,-3,-4,-10,-3
Cc1ccccc1NC(=O)Cc1nc(CSc2nnc(-c3ccc4c(c3)OCO4)o2)cs1,-3,-2,1.9,0.1,-4,-2,-2,-7,-2,4
CCS(=O)(=O)c1ccc2c(c1)N(S(=O)(=O)c1ccc(C)cc1)CC(C(=O)O)O2 (centres undefined),-7,3,1.3,-1.9,5,10,-5,0,-1,0
CCOC(=O)c1sc(NC(=O)CSc2nc(-c3ccco3)cc(C(F)(F)F)n2)c(C(=O)OC)c1C,-25,-4,-1.1,-2.1,5,-5,-2,-4,0,3

# Other entries follow.
compound,RTF Ca sens inh,CAL PDZ FP-1,LANA DNA inh,CAL PDZ FP-2,RTF Ca sens act,SR-BI uptake up,Keap1-Nrf2 PPI,Rtt109 HAT inh,DAGLB inh,PKA-R2B act
NC(=O)NCCCC(=O)NCC(c1ccccc1Cl)c1c[nH]c2ccccc12 (centres undefined),-7,0,-3.3,0.0,0,2,4,-4,2,-5
O=C(Nc1ccc(N2CCCCC2)c(C(=O)O)c1)c1ccco1,-18,-2,-0.7,0.1,0,34,0,-7,-2,6
CCN(CC)CCn1c2c(c(SCC(=O)Nc3nc4ccccc4s3)nc1=O)CCCC2,-5,-1,.,-0.8,4,7,.,.,3,7
O=c1cnnc(N/N=C/c2c[nH]c3ccccc23)[nH]1,-8,-1,2.5,-0.4,3,0,-2,1,1,4
CC(C)CCNC(=S)Nc1ccccn1,-6,-1,1.0,-0.4,5,3,-2,-27,3,-9
CCOc1cc(/C=N/NC(N)=O)cc(Br)c1OCc1ccccc1F,3,-5,-0.5,-0.3,-13,-23,-2,-5,-3,-3
CCOc1ccccc1NC(=O)CSc1nc(=O)n(Cc2ccncc2)c2c1CCC2,-15,-1,0.8,-1.0,-5,-7,-1,7,-1,5
CCN(CC)S(=O)(=O)c1ccc(C(=O)OCC(=O)Nc2sc3c(c2C#N)CCCCC3)cc1,2,-3,1.1,-0.6,-4,-2,2,0,-7,-9
Cc1ccc(NC(=O)Nc2ccc(Cl)cc2)c(Br)c1,-2,-6,-0.7,-0.5,0,-19,-7,-4,-11,-15
O=S(=O)(c1ccccc1F)N1CCN(Cc2cc3c(cc2Br)OCCO3)CC1,-7,0,1.0,-0.8,-4,26,-2,8,-6,-1
CCOC(=O)CNC(=S)N(Cc1ccco1)Cc1ccccc1Cl,1,-7,0.4,0.3,-5,-8,-4,0,-2,3
CCCOc1ccc2oc(=O)c3c(c2c1)CCCN3C(=O)CN1CCN(c2ncccn2)CC1,-6,.,0.6,-0.4,-1,4,-6,-6,-2,-8
CCN1C(=O)[C@@H]2[C@@H](c3ccc(-c4ccc(F)cc4)c(OC)c3)N3CCCC[C@@]3(C(=O)OC)[C@@H]2C1=O,-9,1,-3.5,-0.5,13,-56,-9,-11,-3,-1
Clc1ccc2oc(-c3ccccc3)cc(=NCCCN3CCOCC3)c2c1,-1,.,-2.6,-0.2,4,18,1,11,-4,-12
CCCCn1nnc(NC(=O)CCC)n1,2,-2,1.8,-1.0,7,9,-2,-4,-3,-9
COc1ccc(N2CCN(C(=O)c3ccc(-c4ccccc4)cc3)CC2)cc1,-8,3,-2.5,0.8,7,-8,0,2,0,8
O=C(COC(=O)c1cc(S(=O)(=O)N2CCOCC2)c(Cl)cc1Cl)NCc1ccco1,-6,-2,-2.3,0.2,-3,12,2,-2,0,-1
c1nc(NC2CCCCC2)c2[nH]cnc2n1,-3,0,-1.9,-0.5,-1,-6,-2,-6,1,-8
COc1ccc(S(=O)(=O)N2CC=C(C(=O)NC3CCCC3)CC2)cc1,-6,-1,0.4,-2.2,5,-7,-4,-4,0,-4
COc1ccc(Cc2nnc(NC(=O)c3c(-c4ccccc4)noc3C)s2)cc1,-17,-3,-2.0,-0.5,-3,15,-5,1,1,-8
COc1ccc(C)cc1NC(=O)C1CCN(S(=O)(=O)c2c(C)noc2C)CC1,-5,-2,0.7,-6.6,4,-30,-3,-16,0,0
Cc1ccc2c(c1)N(CC(=O)NC(C)CCc1ccccc1)C(=O)c1cccnc1O2 (centres undefined),-5,-1,-2.7,-1.1,-3,0,1,-2,-1,9
COc1ccc(N(CC(=O)NC2CCCCC2C)S(=O)(=O)c2c(C)nn(C)c2C)cc1 (centres undefined),-4,-2,-0.1,-0.5,2,34,6,-2,2,2
CCOC(=O)[C@@H]1[C@H]2COc3ccccc3[C@H]2N2C(=O)N(c3ccc(OC)cc3)C(=O)[C@]12C,2,-1,3.1,-1.8,8,24,0,4,-1,-1
